HSF1 inhib = HSF1 inhibitors in luciferase reporter cells, primary screen, cell-based, NIH3T3, luminescence; NIH3T3-HGL HSE-luciferase, MG132-induced, luminescence 8 h; hits give low values; activity change, negative = inhibition, % at 7.5 µM (by protocol); actives 0.77% (n = 300,000);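 active means more than half of replicate wells show activity change below -50%, luminescence cut by over half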;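 further: luciferase reports HSF-1 transcriptional activity via heat shock element; 0% = median of DMSO wells and -100% = zero luminescence signal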
HSP90 inh = HSP90 inhibitors, primary screen, cell lysate, luminescence; Heat shock protein HSP 90 (rabbit reticulocyte lysate; luciferase refolding); Rabbit reticulocyte lysate, luciferase refolding luminescence, 3 h; inhibition, % at 5.6 µM; actives 0.91% (n = 290,000); AID 1789, 2009;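 active means inhibition above the screen-wide mean plus 3 SD, computed separately per campaign, cut at about 16% in these data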;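 further: 0% = DMSO wells and 100% = 60 µM geldanamycin wells; inhibitors lower the luminescence because luciferase stays unfolded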
IEC-6 cytotox = cytotoxicity in IEC-6 intestinal epithelial cells, primary screen, cytotoxicity control for KLF5 inhibitor project, cell-based, luminescence; IEC-6 cytotoxicity, luminescence viability; inhibition, % at 5 µM; actives 0.78% (n = 290,000); AID 1825, 2009; in the data active means inhibition above about 22%;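 further: 0% = plate median of test compound wells and 100% = cytotoxic reference compound wells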
PolyA inhibitor = polyadenylation inhibitors in yeast reporter cells, primary screen, luminescence, S. cerevisiae | AID 1875, 2009 | calls only at 12 µM | actives 0.02% (n = 300,000) | S. cerevisiae SKY197-pL101 polyadenylation reporter, beta-gal luminescence; efflux-impaired pdr1/pdr3 knockout yeast; score 100 = 6 SD above DMSO;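 active means lowest replicate activity score at least 50, where 100 means six control SD above control mean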;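 further: yeast exposed to compound for 9 h at 30 °C; higher score means more reporter readthrough which indicates perturbed polyadenylation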
aSyn UTR inh = MLPCN primary screen, SNCA 5' untranslated region. alpha-synuclein 5'UTR reporter, inhibitor activity. inhibition, % (tested at 7.5 µM). actives 0.82% (n = 300,000); in the data active means inhibition above about 60%;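 further: H4 neuroglioblastoma cells stably carrying SNCA 5'UTR luciferase fusion; 0% = DMSO wells and 100% = positive control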
KLF5 inhibitor = KLF5 expression inhibitors, primary screen, DLD-1 cells, luminescence | DLD-1 KLF5 promoter-luciferase reporter | inhibition, % at 5 µM | actives 0.23% (n = 290,000);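 active means inhibition above a per-plate limit of that plate's mean compound inhibition plus 3 SD, cut at about 60% in these data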;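 further: 0% = DMSO wells and 100% = LY294002 at 200 µM; higher means less KLF5 promoter-driven luciferase light; inactives centre near -14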
GSK3A inh = blockers of GSK3A enzyme activity – biochemical, luminescence, cell-free homogeneous, HTS, primary screen. Glycogen synthase kinase-3 alpha (Homo sapiens), P49840. GSK-3 alpha kinase, ADP-Glo luminescence, 60 min. inhibition, % at 10 µM. actives 0.1% (n = 320,000). AID 2650, 2010;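 in the data active means inhibition above about 50%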;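 further: GST-tagged GSK-3 alpha with peptide substrate and 25 µM ATP; 0% = DMSO neutral wells and 100% = GW8510 positive control wells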
Target sequence (P49840 whole entry, looked up): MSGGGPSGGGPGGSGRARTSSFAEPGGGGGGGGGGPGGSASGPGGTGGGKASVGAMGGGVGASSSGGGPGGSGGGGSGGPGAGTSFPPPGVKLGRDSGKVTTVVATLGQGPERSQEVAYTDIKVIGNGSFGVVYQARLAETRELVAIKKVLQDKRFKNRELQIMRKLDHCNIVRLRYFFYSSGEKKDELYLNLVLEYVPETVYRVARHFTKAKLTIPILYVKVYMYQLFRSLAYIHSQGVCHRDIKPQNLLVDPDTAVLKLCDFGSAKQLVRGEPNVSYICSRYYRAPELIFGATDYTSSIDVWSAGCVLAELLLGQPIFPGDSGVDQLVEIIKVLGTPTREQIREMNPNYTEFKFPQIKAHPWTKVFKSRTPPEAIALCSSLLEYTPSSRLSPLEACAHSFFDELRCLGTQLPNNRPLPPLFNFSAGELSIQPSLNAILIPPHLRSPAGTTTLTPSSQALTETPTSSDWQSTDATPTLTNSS
GSK3B inh = human GSK3beta kinase inhibitors, primary screen, biochemical, cell-free homogeneous, HTS; GST-GSK3beta kinase, ADP-Glo luminescence, 60 min; hits give low values; activity score (negative = inhibition), % at 10 µM; actives 0.038% (n = 300,000); AID 2097, 2009;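 active means more than half of replicate wells score below -50%, meaning over 50% inhibition versus plate controls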;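 further: 0% = median DMSO wells and -100% = median GW8510 positive control wells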
Target sequence (P49841 whole entry, looked up): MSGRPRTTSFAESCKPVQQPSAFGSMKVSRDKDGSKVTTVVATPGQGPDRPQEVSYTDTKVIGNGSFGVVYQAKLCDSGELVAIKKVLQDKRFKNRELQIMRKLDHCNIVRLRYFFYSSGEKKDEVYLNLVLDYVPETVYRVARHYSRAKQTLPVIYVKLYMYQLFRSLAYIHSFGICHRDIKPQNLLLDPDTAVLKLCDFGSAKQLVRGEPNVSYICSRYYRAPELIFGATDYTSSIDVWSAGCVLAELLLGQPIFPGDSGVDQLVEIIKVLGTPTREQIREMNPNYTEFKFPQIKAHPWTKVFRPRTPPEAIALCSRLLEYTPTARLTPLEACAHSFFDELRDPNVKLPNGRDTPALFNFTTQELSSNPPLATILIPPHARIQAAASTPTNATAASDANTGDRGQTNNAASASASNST
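Assay system: GST-tagged human GSK3beta kinase, cell-free; Input: 1.6 ng GSK3beta; Medium: Tris/MgCl2 kinase buffer; Timing: 60 min enzyme reaction, room temperature; Signal: ADP-Glo luminescence quantifying ADP generated by kinase; Evaluation: score relative to plate controls; Benchmarks: DMSO neutral wells and GW8510 at 20 µM as positive.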
AI-2 QS mod = Vibrio harveyi AI-2 quorum sensing modulators, primary screen, JMH597 strain, luminescence/OD600 ratio; Vibrio harveyi JMH597 AI-2 luminescence/OD600 ratio, 9 h; hits give low values; strain lacks LuxN and CqsS sensors; 0 = neutral-control median; activity change, % at 7.5 µM; actives 0.4% (n = 300,000); AID 2094, 2009; in the data active means activity change below about -75%, passing the limit was not always enough;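 further: luminescence divided by OD600 gain over 9 h not by final OD600 alone; inactives centre near 13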
HSF1 activator = HSF-1 activators, primary screen, NIH3T3-HGL cells, MG132 stress, luminescence, single point; NIH3T3-HGL HSF-1 luciferase reporter, 8 h; 100% = twice DMSO control signal; activation, % at 9 µM; actives 1.7% (n = 300,000);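 active means mean replicate activation of at least 50% with a set share of replicates each reaching 50%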;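 further: 0% = median of the neutral control wells and 100% = twice that signal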
* = called active by the depositor; i = inactive; nt = not tested or not shown.

SMILES | HSF1 inhib | HSP90 inh | IEC-6 cytotox | PolyA inhibitor | aSyn UTR inh | KLF5 inhibitor | GSK3A inh | GSK3B inh | AI-2 QS mod | HSF1 activator
Cc1c(C(C)(C)O)[nH]c2ccc(C(F)(F)F)cc12 | 6.8 | 0.2 | 8.8 | i | 11.7 | -17.0 | -0.4 | 1.2 | 17.4 | 10.0
COc1ccc(NC(=O)Nc2ccc(C(=O)N3CCOCC3)cc2)cc1 | -5.2 | -1.0 | -8.5 | i | 28.5 | -10.6 | 1.6 | 1.8 | 2.9 | 20.1
COC(=O)c1ccc2c(=O)n(CCCCCC(=O)NC(C)C)c(=O)[nH]c2c1 | 3.8 | -2.8 | -2.6 | i | 30.8 | -14.1 | -1.2 | -8.7 | 26.0 | 0.1
COc1ccc(C)cc1S(=O)(=O)N1CCC(C(=O)NC2CCCC2)CC1 | -0.2 | 1.0 | -5.9 | i | -14.2 | -8.6 | 0.1 | 1.5 | 17.6 | -2.9
Clc1ccc(N/N=C/c2ccncc2)cc1Cl | 38.4 | 1.1 | 8.1 | i | -220.8 | -22.2 | 4.1 | -15.3 | 13.0 | 47.7
N#Cc1cnc(Sc2ccccc2)nc1 | -3.5 | 4.8 | 3.0 | i | 20.0 | 3.5 | -2.1 | 5.3 | 27.9 | 3.1
O=C(NCC(c1cccnc1)N1CCN(c2ccc(F)cc2)CC1)c1ccc(F)cc1 (stereo unspecified) | 2.0 | -1.0 | 1.6 | i | 2.5 | -34.7 | -6.7 | -1.5 | 39.7 | 2.5
O=C(O)c1ccc(-c2nc(-c3ccccc3)c(-c3cccs3)[nH]2)cc1 | 11.9 | -3.0 | -1.2 | i | -9.1 | -36.3 | -1.4 | 5.6 | 30.5 | 22.5
CCn1c(O)c(/C=C/C=C/C=Nc2ccccc2)sc1=S | -10.0 | 1.5 | -7.5 | i | -27.4 | -10.3 | 1.4 | -4.5 | 19.6 | 0.5
Cc1ccc(N(C(=O)Cc2cccs2)C(C(=O)NCC2CCCO2)c2ccncc2)cc1 (stereo unspecified) | 6.7 | -4.3 | 4.2 | i | -25.3 | -11.7 | -3.5 | -2.0 | 21.7 | 20.0
CCN(CC)CCn1cnc2c1c(=O)[nH]c(=O)n2Cc1ccccc1 | -3.3 | -2.8 | -6.3 | i | 13.1 | 0.5 | -1.7 | 1.6 | 22.1 | -6.9
Cc1nn(C)c(Oc2cccc(Cl)c2)c1C=O | 1.3 | -1.4 | -2.7 | i | -4.9 | -24.4 | 0.3 | 3.2 | -15.9 | 9.1
CCOc1ccc(N(CC(=O)Nc2cccc(Cl)c2)S(=O)(=O)c2c(C)noc2C)cc1 | 2.6 | -2.6 | 1.5 | i | 16.9 | 7.2 | 1.7 | 0.8 | 28.4 | -0.1
CC(=O)c1c(C)[nH]c(C(=O)N2CCCCCC2)c1C | 3.0 | 0.8 | 5.1 | i | 5.3 | -25.7 | 2.8 | -4.0 | 34.3 | 27.0
O=[N+]([O-])c1ccc(S(=O)(=O)N2CCN(C3CCN(Cc4ccccc4)CC3)CC2)cc1 | -3.9 | 2.4 | -0.8 | i | 3.6 | -15.0 | -2.2 | 0.6 | 15.6 | -10.3
COCCn1cnnc1SCC(=O)Nc1cccc(S(=O)(=O)N2CCCCCC2)c1 | -10.8 | 3.3 | 3.6 | nt | 5.5 | -33.2 | -0.8 | -0.3 | 7.4 | 4.5
COC(=O)C(Cc1c[nH]c2ccccc12)NC(C)=O (stereo unspecified) | -5.0 | 1.9 | 4.9 | i | 7.6 | -8.6 | -2.9 | -0.6 | 19.7 | 2.0
CCN1CCN(CC(=O)Nc2c(OC)cccc2OC)CC1 | 2.2 | -3.5 | -3.4 | i | 4.2 | -30.4 | -0.7 | -1.4 | 9.8 | -0.7
O=C(/C=C/NNC(=O)c1cccc(Br)c1)c1cccc(Br)c1 | 22.6 | 4.0 | 0.9 | i | 7.0 | -33.8 | 1.4 | 6.5 | 15.6 | 6.3
COc1ccc(/C(C)=N\NC(=O)C(c2ccncc2)N2CCOCC2)cc1 (stereo unspecified) | -2.7 | -1.9 | 0.3 | i | -0.8 | -14.2 | -2.3 | -1.7 | 7.2 | -6.3
CN(C)C(=O)c1cc(C(=O)c2ccc(F)cc2C(F)(F)F)c[nH]1 | 1.0 | 0.0 | -5.2 | i | -10.0 | -31.8 | -0.9 | -1.7 | 5.0 | 10.2
COCCn1nnnc1CN1CCC(NC(=O)c2ccc(Br)cc2)CC1 | -2.7 | -1.0 | 2.4 | i | -9.7 | 4.7 | -1.3 | 0.8 | 11.3 | 9.5
Cc1cc(Nc2ccc(Br)c(C)c2)n2nc(C)nc2n1 | 0.6 | -1.8 | 1.2 | i | 16.3 | -25.8 | -1.2 | -0.4 | 16.9 | 3.6
CC(=O)c1cccc(NC(=O)CC2S/C(=N/N=C3CCCCCC3)NC2=O)c1 (stereo unspecified) | -0.5 | 0.1 | -0.6 | i | 0.7 | -30.1 | -2.9 | 2.1 | 12.2 | 0.6

Next section, starting with the last 2 of the part before.
SMILES | HSF1 inhib | HSP90 inh | IEC-6 cytotox | PolyA inhibitor | aSyn UTR inh | KLF5 inhibitor | GSK3A inh | GSK3B inh | AI-2 QS mod | HSF1 activator
Cc1cc(Nc2ccc(Br)c(C)c2)n2nc(C)nc2n1 | 0.6 | -1.8 | 1.2 | i | 16.3 | -25.8 | -1.2 | -0.4 | 16.9 | 3.6
CC(=O)c1cccc(NC(=O)CC2S/C(=N/N=C3CCCCCC3)NC2=O)c1 (stereo unspecified) | -0.5 | 0.1 | -0.6 | i | 0.7 | -30.1 | -2.9 | 2.1 | 12.2 | 0.6
COc1ccc(N2C(=O)CC(c3ccccc3)C2=O)cc1 (stereo unspecified) | -3.7 | -1.7 | -1.7 | i | 0.3 | -8.2 | -1.9 | -4.5 | 6.7 | 9.0
COc1ccc(-n2nc(C(=O)Nc3ccc4c(c3)OCO4)c3ccccc3c2=O)cc1 | -7.0 | 7.5 | -3.4 | i | 44.8 | -6.5 | 3.5 | 2.7 | -0.1 | 10.9
Cc1ccc(CSCCNS(=O)(=O)c2ccccc2)cc1 | -18.3 | 1.8 | 3.5 | i | -10.6 | -22.4 | -3.2 | -0.7 | 32.7 | -21.9
Oc1ccccc1CNCCCN1CCOCC1 | -7.9 | -1.6 | 1.4 | i | 6.3 | -17.8 | -3.2 | -5.4 | 21.3 | -0.6
COc1ccc(C(=O)NCC(=O)OCCCOC(=O)CNC(=O)c2ccc(OC)c(OC)c2)cc1OC | 0.0 | -3.6 | -0.6 | nt | -4.3 | -16.5 | -1.2 | 1.6 | 3.3 | -3.4
C[C@@H]1CCC[C@]2(O[C@H](CCO)C[C@H](O)[C@H]2O)O1 | -8.3 | nt | nt | i | -46.6 | nt | -0.2 | -2.2 | 0.7 | -10.5
CCCCNc1nc2c(-c3ccccc3)nnn2c2ccccc12 | 6.9 | -1.2 | -1.7 | i | 15.4 | -29.7 | 0.2 | 3.2 | 36.0 | 7.7
COCCn1c(-c2ccccc2Cl)nc2c(c(=O)c3ccccc3n2C)c1=O | -5.6 | 2.1 | 2.8 | i | 24.8 | -16.4 | 0.0 | -0.6 | -1.7 | -16.0
Oc1ccc(NCc2cccc(OCc3ccccc3)c2)cc1 | 22.6 | 1.8 | -6.7 | i | -28.1 | -49.6 | -0.1 | 0.3 | 21.6 | 36.2
COc1cccc(C(=O)NC2CCN(CC(=O)NCc3ccccc3OC)CC2)c1 | -3.3 | -6.8 | 2.3 | i | 23.0 | -3.0 | 2.4 | 4.5 | 21.4 | 2.9
CCCCNC(=O)CNC(=S)N(Cc1ccccc1)Cc1cccs1 | -71.3* | -2.2 | -0.6 | i | 1.5 | -28.5 | -0.6 | -2.8 | 12.2 | -78.6
C=CCN1C=C2C(=O)C(C)(OC(=O)c3cccs3)C(=O)C=C2C=C1CCCC(=O)OC (stereo unspecified) | -3.0 | nt | nt | i | 12.7 | nt | 1.1 | -3.9 | 39.1 | -14.9
c1csc(-c2noc(CN3CCOCC3)n2)c1 | -4.4 | 0.6 | -4.8 | i | -36.9 | -36.7 | -3.0 | 1.5 | 13.1 | 5.2
O=C1CN2NC(=S)N(c3ccccc3)C2=CN1c1ccc(Cl)cc1 | 2.3 | -1.6 | 1.2 | i | 16.5 | 7.2 | -3.2 | 0.4 | 31.7 | -15.4
O=C(CC(c1ccccc1)c1ccccc1O)NCCc1ccccc1 (stereo unspecified) | -30.2 | 2.6 | 2.5 | i | 7.8 | 16.9 | -2.1 | 0.1 | -2.9 | -45.1
Cc1cc(C)nc(SCc2nnc(SCC(=O)Nc3nc(-c4ccccc4)cs3)n2C)n1 | 0.6 | 2.3 | 1.8 | i | -10.8 | -0.3 | 2.8 | 2.2 | 13.0 | -10.4
CCOC(=O)/C(C#N)=C/c1ccc(N2CCN(C)CC2)cc1 | 13.8 | -4.5 | -2.4 | i | -10.3 | -9.6 | -3.8 | 0.0 | 9.2 | 19.7
CCOC(=O)c1ccccc1-c1csc(NS(=O)(=O)c2ccc(Cl)cc2)n1 | 18.3 | 0.2 | 0.8 | i | 8.3 | 4.0 | -4.0 | 9.7 | 27.8 | 7.4
OC(COCC1COc2ccccc2O1)CN1CCN(c2ccccn2)CC1 (stereo unspecified) | -8.9 | 19.1* | 1.0 | i | -13.7 | -3.1 | -6.1 | 2.3 | 46.6 | 6.5
Cc1ccc(NC(=S)N(CCCN2CCOCC2)Cc2ccccn2)cc1 | 1.6 | 1.6 | -1.0 | i | -11.4 | -11.4 | -1.4 | 5.2 | 33.7 | -9.7
CC(C)Cc1[nH]c(=O)c(C#N)c2c1COC(C)(C)C2 | -3.5 | 3.5 | 1.3 | i | 26.9 | -35.1 | -2.1 | 4.6 | 18.1 | -20.8
Cc1cccc(NC(=O)CSc2nnc(CNC(=O)c3cccs3)o2)c1C | -4.4 | 0.7 | 3.4 | i | -1.0 | 9.2 | -2.8 | -0.5 | 21.4 | -6.3
CCN(c1cccc(C)c1)S(=O)(=O)c1nnc(NC(=O)c2ccco2)s1 | 2.3 | 3.8 | -0.4 | i | -3.1 | -8.6 | -1.5 | 1.3 | -3.3 | -4.5
N/C(=N\OC(=O)Nc1ccc(Cl)cc1)c1ncc(C(F)(F)F)cc1Cl | 16.4 | 1.6 | -3.0 | i | -72.9 | -35.2 | -1.1 | 1.9 | 5.7 | 45.0
COc1ccc(-c2[nH]ncc2CN2CCCC(C(=O)c3ccc(OC)cc3OC)C2)cc1 (stereo unspecified) | 2.6 | -3.0 | 3.9 | i | -11.9 | -40.2 | -1.4 | 1.4 | 8.8 | 16.4

This is a subset. The share of hits here may be higher or lower than overall.
